Lipid storage S3 – qHTS Assay for Lipid Storage Modulators in Drosophila S3 Cells; Drosophila S3 cells, BODIPY lipid droplet fluorescence, 18-24 h; cells fed with added oleic acid; AID 2685; Potency in µM for hits, for the others lipid storage change, negative = inhibition, % at the top dose, mostly 46.1 µM; 0.64% of 320,000 active; active = well fitted inhibition curve with a large enough effect in the signal ratio, with a control signal flat, not every such curve was filed as active; inconclusive = small, poorly fitted or top-dose-only effect, or effect the other way, or a change in a side signal; the % refers to the signal ratio
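Drosophila S3 cells loaded with oleic acid (400 uM, as added) and compounds at several concentrations; lipid droplets imaged by 488-nm laser-scanning cytometry, 500–530 nm intensity and object ratio to cell channel. Percent activity normalized to 20 uM Triacsin C.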
Lipid storage S3 cell count max – second read-out of Lipid storage S3, no call of its own (marks repeat the call); cell number change, %; measured here: cell count max response;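 cells counted by Cell Tracker Red CMTPX staining in the red channel; peak over a dose series mostly up to 46.1 µM; percent activity relative to internal control wells on each plate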
* marks the source's active call; other numbers are inactive results; i = inactive; ? = inconclusive; . = no result given. % is scaled to controls: 0 for no effect and ±100 for the full control effect; potency is read from the fitted curve at half-maximal effect. A portion of the library; count on the stated rates, not on these rows.

Start of the listing, in advance (three entries):
SMILES	Lipid storage S3	Lipid storage S3 cell count max
Cc1cc(N)c(-n2cc3c(=O)n(C)c(=O)n(C)c3c2)cc1C	?	.
COc1cc2ccccc2cc1C(=O)N(CCN(C)C)c1nc2c(F)cc(F)cc2s1	?	.
COc1ccc(C(NC(=O)c2ccc(=O)[nH]c2)C(=O)Nc2ccc(C(C)C)cc2)cc1 (stereo not given)	5%	14

The list itself (from the top)
SMILES	Lipid storage S3	Lipid storage S3 cell count max
Cc1cc(N)c(-n2cc3c(=O)n(C)c(=O)n(C)c3c2)cc1C	?	.
COc1cc2ccccc2cc1C(=O)N(CCN(C)C)c1nc2c(F)cc(F)cc2s1	?	.
COc1ccc(C(NC(=O)c2ccc(=O)[nH]c2)C(=O)Nc2ccc(C(C)C)cc2)cc1 (stereo not given)	5%	14
CCC(C)(C)NC(=O)C(c1cccc(OC)c1OC)N(CCC(C)C)C(=O)CCC(=O)Nc1cc(C)on1 (stereo not given)	?	.
COc1ccc(C2C(C(C)=O)=C(C)Nc3ncnn32)cc1 (stereo not given)	?	.
Cc1ccc(NC(=O)O/N=C/c2ccc(N(C)C)cc2)cc1	15%	11
COc1ccc(-c2coc3c(C)c4oc(=O)c(CCC(=O)O)c(C)c4cc23)cc1	-18%	2
CCCCCN(C(=O)CCCSc1nncs1)c1c(N)n(CCCC)c(=O)[nH]c1=O	?	.
COc1ccc(-c2csc3ncnc(NCCCO)c23)cc1	-16%	2
O=C(c1c(F)c(F)c(F)c(F)c1F)N(Cc1ccccc1)Cc1ccccc1	i	.
Cc1ccc(S(=O)(=O)N2CCCC2C(=O)NCCc2ccccc2)cc1 (stereo not given)	?	.
Cc1cc(NC(=O)CCN2C(=O)/C(=C\c3ccccc3)SC2=S)no1	-5%	-8
Brc1c(CSc2nncn2-c2ccccc2)nc2ncccn12	?	.
Nn1c(COc2cccc(Br)c2)nnc1SCC(=O)NCC1CCCO1 (stereo not given)	?	.
CCCn1c(SCC(=O)N2CCN(C(=O)c3ccco3)CC2)nc2ccccc2c1=O	?	.
CCN(CC)CCOC(=O)c1cccc(Cl)c1	?	.
O=C(COC(=O)c1ccc(Br)c(S(=O)(=O)N2CCOCC2)c1)NCC1CCCO1 (stereo not given)	0.58µM*	-0.9*
COC(=O)/C(=C\c1cc(OC)c(OC)c(OC)c1)c1nc2ccccc2[nH]1	?	.
Cc1csc2c(N3CCN(S(=O)(=O)c4ccc(Cl)cc4)CC3)ncnc12	0%	23
Fc1c(F)c(C(F)(F)F)c(F)c(F)c1N/N=C\c1cccs1	?	.
COc1ccccc1N1CC(C(=O)Nc2nnc(SCc3ccccn3)s2)CC1=O (stereo not given)	-9%	-14
COCCNC(=O)c1cccc(Nc2nc(-c3ccccc3)c3cc(Cl)ccc3n2)c1	-24%	-4
COc1ccc2ccccc2c1CN1CCCC(CO)C1 (stereo not given)	?	.
COc1ccc(S(=O)(=O)N2CCN(C)CC2)c(C)c1	6%	12
CCOc1ccccc1-c1noc(CCC(=O)NC2CCCCC2)n1	?	.

Single entries from the results shown.
In Lipid storage S3 cell count max, COc1ccc(S(=O)(=O)N2CCN(C)CC2)c(C)c1 reads 12
In Lipid storage S3, COc1ccc(C(NC(=O)c2ccc(=O)[nH]c2)C(=O)Nc2ccc(C(C)C)cc2)cc1 (stereo not given) reads 5%

Looked up by compound from above, seven records:
SMILES	Lipid storage S3	Lipid storage S3 cell count max
COc1ccc(C(NC(=O)c2ccc(=O)[nH]c2)C(=O)Nc2ccc(C(C)C)cc2)cc1 (stereo not given)	5%	14
CCN(CC)CCOC(=O)c1cccc(Cl)c1	?	.
COC(=O)/C(=C\c1cc(OC)c(OC)c(OC)c1)c1nc2ccccc2[nH]1	?	.
Fc1c(F)c(C(F)(F)F)c(F)c(F)c1N/N=C\c1cccs1	?	.
Cc1csc2c(N3CCN(S(=O)(=O)c4ccc(Cl)cc4)CC3)ncnc12	0%	23
Cc1cc(NC(=O)CCN2C(=O)/C(=C\c3ccccc3)SC2=S)no1	-5%	-8
COc1ccccc1N1CC(C(=O)Nc2nnc(SCc3ccccn3)s2)CC1=O (stereo not given)	-9%	-14

(continued)
SMILES	Lipid storage S3	Lipid storage S3 cell count max
O=C(NNc1nc2ccccc2s1)Nc1ccc(F)cc1	i	8
NC(=O)C1CCN(C2=C(Cl)C(=O)c3ccccc3C2=O)CC1	?	.
COc1ccc(-c2cc(=O)oc3cc(OC(=O)C4CCCCC4)ccc23)cc1	?	.
CCOC(=O)C1CCN(CC(=O)Nc2c(C(=O)OC)[nH]c3ccc(Cl)cc23)CC1	?	.
COc1cc2c(C(=O)N3CCOCC3)c(CSc3ccccc3)n(C)c2cc1Br	-13%	-10
CC1CC(NC(=O)c2cc3c(=O)n4ccccc4nc3n2C)CC(C)(C)C1 (stereo not given)	18µM*	3.3*
CS(=O)(=O)c1ccc(-c2nnc(NC(=O)c3ccc(S(=O)(=O)N4CCCC4)cc3)o2)cc1	?	.
CCOC(=O)c1ccc(NC(=S)N2CCN(Cc3ccccc3)CC2)cc1	20%	19
O=C(Nc1ccccc1Cl)Oc1ccc2ccccc2c1	?	.
Cc1nnc(NC2=NCCC2)o1	8%	-8
C=CCc1ccc(OCCn2cncn2)c(OC)c1	0%	-20
CCCc1nnc(SCC(=O)Nc2ccc(OCC)cc2)n1N	?	.
COc1ncnc2c1cnn2-c1ccccc1	?	.
COc1ccccc1NC(=O)C(=O)NNS(=O)(=O)c1ccc2ccccc2c1	-10%	3
Cc1cccc2c1CC(C)(C)NC2=C(C#N)C#N	29%	9
COC(=O)c1c(C)[nH]c(C(=O)OCc2ccc(F)cc2)c1C	?	.
O=C(NCCCN1CCCC1=O)c1cccc(N2CCCC2=O)c1	?	.
Cc1ccc(/C=N/NC(=O)Cc2ccc(Cl)cc2)c(O)c1	?	.
COc1ccc(NC(=S)NCc2ccccn2)cc1OC	?	.
C#CC[N+](CC)(CC)CC#Cc1cccc(Cl)c1	?	.
COc1ccccc1/C=C(/NC(=O)c1ccccc1)C(=O)NCCN1CCOCC1	i	-6
Cc1c(C(=O)N2CCN(C)CC2)oc2ccc(S(=O)(=O)N3CCOCC3)cc12	21%	-11
O=C(CCCCCNc1nc(=S)[nH]c2ccccc12)NCCc1ccccc1	1%	17
Cc1cc2nsnc2c(S(=O)(=O)NCC(=O)O)c1C	?	.
C=CCn1c(SCc2ccc(C(=O)Nc3nccs3)cc2)nnc1-c1ccc(C)c(Cl)c1	?	.
Further structures.
SMILES	Lipid storage S3	Lipid storage S3 cell count max
C/C(=N\NC(=O)NC1CCCCC1)c1ccc(OC(F)F)cc1OC(F)F	?	.
CC1CCc2c(sc3ncnc(NCc4cccnc4)c23)C1 (stereo not given)	?	.
CCO[C@H]1OC(C(=O)Nc2ccccc2)=C[C@@H](C2CC2)[C@@H]1CCCO	-14%	2
CC(=O)CCc1oc2ccc(C)cc2c1-c1ccc(C)o1	10%	14
Cc1[nH]c2ccc(F)cc2c1CCN(Cc1cccnc1)C(=S)Nc1ccccc1	-2%	0
N#C/C(C(=O)N1CCOCC1)=C1/SC(Cc2ccccc2Cl)C(=O)N1c1ccccc1 (stereo not given)	4%	0
COCCN1C(=O)C(=O)/C(=C(/O)c2ccc(C)cc2)C1c1ccccn1 (stereo not given)	-3%	7
COc1ccc(N(CC(O)Cn2nnc3ccccc32)S(=O)(=O)c2ccc(C)cc2)cc1 (stereo not given)	9%	-14
O=C(C1CCCN(c2ncnc3c2nc2n3CCCCC2)C1)N1CCCCC1 (stereo not given)	?	.
COc1cccc(CC(NC(C)=O)C(=O)NC2CCN(c3nnnn3-c3ccccc3)CC2)c1 (stereo not given)	-3%	2
O=C(Nc1ccc(Cl)cc1C(=O)N1CCCCC1)c1ccco1	24%	-28
O=C(c1cc2ccccc2s1)N1CCOCC1	4%	-1
CC(NC(=O)c1cn(C)c2ccc(S(=O)(=O)N3CCCC3)cc2c1=O)c1ccc2c(c1)OCCO2 (stereo not given)	-13%	-14
COc1cc(NC(=O)c2ccc(COCC(F)(F)F)o2)cc(OC)c1OC	?	.
Cc1cc(=O)oc2cc(OCC(=O)OCC(=O)Nc3c(C)n(C)n(-c4ccccc4)c3=O)ccc12	?	.
C=CCN(C(=O)CSc1nnnn1C)c1nc(-c2ccccc2)cs1	?	.
O=C(NC1CCCC1)C1CC(=O)N(c2ccc(F)cc2)C1 (stereo not given)	i	-12
CCn1c2ccccc2c2nnc(SCc3ccc(C(=O)OC)o3)nc21	-20%	.
O=C(/C=C/c1ccccc1)Nc1cccc(C(=O)O)c1	0%	.
CN=C1SC(CC(=O)Nc2ccc(N3CCOCC3)cc2)C(=O)N1C (stereo not given)	?	.
COC(=O)c1sccc1S(=O)(=O)NC(C)c1cnn(-c2ccc(OC)cc2)c1C (stereo not given)	-7%	20
CCO[C@@H]1OC(C(=O)NCc2ccccc2)=C[C@H](C2CC2)[C@H]1CCCO	i	1
CCOP(=O)(OCC)C(C#N)=C1SCN(c2ccc(Cl)cc2)CS1	i	.
CCOC(=O)c1c(S(=O)(=O)Nc2ccc(C)c(F)c2)c(C)n(C)c1C	i	25
CNS(=O)(=O)c1cc(S(=O)(=O)NC)c2cccc3c2c1NC3=O	?	.

Four neighbouring compounds out of the list so far, quoted:
SMILES	Lipid storage S3	Lipid storage S3 cell count max
CCO[C@@H]1OC(C(=O)NCc2ccccc2)=C[C@H](C2CC2)[C@H]1CCCO	i	1
CCOP(=O)(OCC)C(C#N)=C1SCN(c2ccc(Cl)cc2)CS1	i	.
CCOC(=O)c1c(S(=O)(=O)Nc2ccc(C)c(F)c2)c(C)n(C)c1C	i	25
CNS(=O)(=O)c1cc(S(=O)(=O)NC)c2cccc3c2c1NC3=O	?	.

Next section:
SMILES	Lipid storage S3	Lipid storage S3 cell count max
COc1ccc(-c2nc3cc(C)ccn3c2NC(=O)c2c(F)cccc2Cl)cc1	2%	3
O=C(CCN1C(=O)/C(=C/c2ccc(F)cc2)SC1=S)NNC(=O)c1ccncc1	18%	25
CN(C)c1cccc(C(=O)Nc2nc3ccccc3[nH]2)c1	15µM*	-3.6*
O=C1CC(c2ccccc2)CC(=NCCO)/C1=C(\O)CCCN1C(=O)c2ccccc2C1=O (stereo not given)	-1%	-9
Cc1cccc(S(=O)Cc2ccc(C(=O)N3CCN(C(=O)c4ccco4)CC3)o2)c1 (stereo not given)	?	.
Cc1ccc(-c2nc(-c3ccccn3)sc2CC(=O)O)cc1	?	.
Cc1cc(C)c(S(N)(=O)=O)c(C)c1N(C)S(=O)(=O)c1ccccc1	4%	.
CCO/C=C/C(O)(CNC(=O)c1ccc(C(C)(C)C)cc1)C(F)(F)F (stereo not given)	?	.
O=C(NCCCCNC(=O)c1ccccc1Cl)c1ccccc1Cl	?	.
CC(=O)c1c(N2CCOCC2)nc(=S)n(-c2cc(C)ccc2C)c1C	13%	9
C=CCN(CC=C)C(=O)Nc1cc(Cl)ccc1OC	?	.
CCC(Sc1nc2ccccc2o1)C(=O)Nc1nnc(C)s1 (stereo not given)	?	.
O=C1C(Cc2ccccc2)Nc2ncnc(N3CCN(c4ccccc4)CC3)c2N1Cc1ccccc1 (stereo not given)	?	.
Clc1ccc(-c2csc3ncnc(NCCN4CCOCC4)c23)cc1	?	.
COC(=O)c1ccccc1Oc1nc(Cl)cc(OC)n1	14%	.
Cc1cc(/C=N/NC(=O)c2cc3ccccc3o2)c(C)n1C	?	.
COc1ccccc1NC(=O)c1cc2ccc(O)cc2o/c1=N\O	25%	.
NC(=O)CNc1ncc(C(F)(F)F)cc1Cl	?	.
O=C(NCCc1cccc(Cl)c1)C1CCC(=O)N(Cc2ccc(Cl)cc2)C1 (stereo not given)	?	.
Cc1sc2ncnc(SCC(=O)N(C)C3CCS(=O)(=O)C3)c2c1C (stereo not given)	-21%	.
Cc1ccc2c(c1)N(C(C)C(=O)NCc1ccccn1)C(=O)CO2 (stereo not given)	?	.
CCOC(=O)c1ccc(N/C(=N\S(=O)(=O)c2ccc(F)cc2F)c2ccccc2)cc1	11%	1
Cc1cc(OCC(O)CNC(C)c2ccccc2)ccc1C(C)C (stereo not given)	?	.
c1ccc2nc(SCc3cn4ccccc4n3)cnc2c1	?	.
Cc1ccc(OCCN(C)C(=O)CC2C(=O)NCCN2CC(C)(C)C)cc1 (stereo not given)	-14%	-2
Further results follow.
SMILES	Lipid storage S3	Lipid storage S3 cell count max
COC(=O)c1c(NC(NC(=O)C(C)(C)C)C(Cl)(Cl)Cl)sc2c1CCC2 (stereo not given)	-13%	.
O=C(NC1CC1)c1cc(-c2ccc(Br)cc2)nc2ccccc12	?	.
CC(=O)Nc1sc2c(c1C#N)CCC2	?	.
CCn1c(C)cc(/C=C2\NC(=O)N(CC(=O)Nc3cccc(C)c3)C2=O)c1C	30%	-4
CCCCN(C)CCCNC(=O)C1CC(=O)N(Cc2ccc(OC)cc2)C1 (stereo not given)	?	.
COc1ccccc1N(C)S(=O)(=O)c1ccc(C(=O)Nc2nnc(C)s2)cc1	17%	5
COc1cc(OC)c(C(=O)OCC(=O)Nc2cc(C)on2)cc1OC	?	.
Cc1cccc(OCC(=O)NNC(=O)C2CCN(c3ncnc4sc(C)c(C)c34)CC2)c1	?	.
CC/C(=N/OC(=O)c1cccc(C)c1)C(=O)c1cccs1	i	-24
CCCS(=O)(=O)N1CCCC(C(=O)NCc2ccc3c(c2)OCO3)C1 (stereo not given)	?	.
Cc1c(=O)n(OCc2ccccc2)c2ccccc2[n+]1[O-]	13%	-10
O=C(NCCc1cccnc1)C1CCC(=O)N(Cc2cccc(C(F)(F)F)c2)C1 (stereo not given)	i	.
COC(=O)c1c(NC(=O)c2ccc(S(=O)(=O)N3CCOCC3)cc2)sc2c1CCN(C)C2	-2%	-4
